Screening results from PubChem BioAssay.
RGS4 inh – human RGS4 inhibition. P49798. HEK293 M3R/RGS4 inducible, Fluo-4 calcium flux; stronger effect = higher value; triggered by carbachol at its EC20. B-score at 10 µM. hit rate 0.45% among 310,000. AID 463165;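 active means B-score, a plate-corrected calcium signal, over three deviations above library mean, with baseline fluorescence within five deviations of library mean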;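 further: RGS4 expression induced by doxycycline in cells with stable M3 receptor; B-score is computed from the integrated fluorescence ratio over baseline after carbachol; higher B-score means a larger calcium signal and so more RGS4 inhibition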
Target sequence (P49798 whole entry, looked up): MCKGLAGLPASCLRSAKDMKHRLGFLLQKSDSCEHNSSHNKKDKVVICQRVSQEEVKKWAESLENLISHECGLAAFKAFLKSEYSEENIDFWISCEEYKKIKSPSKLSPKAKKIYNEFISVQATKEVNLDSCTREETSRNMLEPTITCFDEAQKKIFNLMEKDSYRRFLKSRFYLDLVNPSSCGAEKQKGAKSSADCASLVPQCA
ANO1 activ – activates or potentiates the mouse TMEM16A chloride channel. B-score at 10 µM. Q8BHY3. HEK293 TMEM16A/YFP-H148Q/I152L, iodide quench fluorescence; stronger effect = lower value. hit rate 0.3% among 340,000;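 active means fluorescence-ratio B-score plate-corrected deviation score at least 3 library SD below zero, with starting fluorescence score within 5 deviations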;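 further: channel opened by trigger with iodide after compound preincubation; score built on the fluorescence ratio of max minus min over baseline; more negative score means more quench and so TMEM16A activation or potentiation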
KCNQ1 pot – potentiators or activators of human KCNQ1 potassium channel; B-score at 10 µM; P51787; hit rate 0.35% among 310,000; CHO-K1 KCNQ1, thallium flux FluxOR fluorescence; stronger effect = higher value;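 active means fluorescence ratio B-score, a plate-corrected score, at least three library SD, with initial intensity B-score within 5 SD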
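assay system = KCNQ1-transfected CHO-K1 cells | medium = assay buffer with matched DMSO | probe or stimulus = depolarizing K+/Tl+ stimulus, K2SO4 and Tl2SO4 each 12.5 mM in 5x stock | dosing = single dose | incubation = dye 90 min, compound 20 min, room temperature | detection = kinetic FluxOR fluorescence, 10 s baseline plus 110 s post-stimulus | evaluation = ratio B score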
KCNK3 inh – human KCNK3 channel inhibition, primary screen. B-score at 10 µM. O14649. CHO-KCNK3 thallium flux, FluxOR fluorescence; stronger effect = lower value. hit rate 0.84% among 340,000;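 active means B-score under library mean minus 4 SD, starting fluorescence ratio at most library mean plus 5 SD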;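 further: more negative B-score means stronger inhibition of thallium flux through KCNK3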
Target sequence (O14649 whole entry, looked up): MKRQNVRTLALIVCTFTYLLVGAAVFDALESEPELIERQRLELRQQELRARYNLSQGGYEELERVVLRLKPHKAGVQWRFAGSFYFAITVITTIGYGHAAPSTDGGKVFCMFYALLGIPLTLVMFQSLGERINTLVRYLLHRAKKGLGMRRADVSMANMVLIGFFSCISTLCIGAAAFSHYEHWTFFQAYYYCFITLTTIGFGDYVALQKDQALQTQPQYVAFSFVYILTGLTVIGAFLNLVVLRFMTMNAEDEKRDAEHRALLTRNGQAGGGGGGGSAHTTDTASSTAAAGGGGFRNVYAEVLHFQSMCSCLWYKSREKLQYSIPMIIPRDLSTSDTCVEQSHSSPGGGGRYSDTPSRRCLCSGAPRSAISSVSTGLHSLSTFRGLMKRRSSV
KCNQ1 inh – human KCNQ1 channel inhibition; hit rate 1.3% among 310,000; CHO-K1 KCNQ1, FluxOR thallium flux fluorescence; stronger effect = higher value; P51787; B-score at 10 µM;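 active means compounds whose thallium flux B-score, printed positive for inhibition, exceeds three library SD while starting fluorescence stays within three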;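 further: channel opened by potassium depolarization with thallium stimulus after 20 min compound exposure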
RGS4 act – potentiators or activators of RGS4; hit rate 0.92% among 310,000; B-score at 10 µM; AID 463111; HEK293 M3R/inducible RGS4, carbachol calcium flux Fluo4; stronger effect = lower value;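 active means B-score of the integrated calcium signal more than 4 SD below the library mean, with starting fluorescence not abnormally high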;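 further: negative B-score means reduced calcium response which marks RGS4 activation or potentiation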
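Reagent: ECmax carbachol challenge; Test system: M3R-expressing HEK293 line, RGS4 induced by doxycycline; Schedule: overnight RGS4 induction, 30 min dye load 37 °C, 20 min compound RT; Detection: calcium dye Fluo4 fluorescence; Read-out: Agonist-evoked peak-minus-minimum fluorescence over baseline, integrated ratio, B score.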
ANO1 block – blocks the mouse calcium-activated chloride channel TMEM16A. normalized B-score (activity score, 25-100; higher = stronger inhibition) at 10 µM. AID 588511. Q8BHY3. hit rate 1.2% among 310,000. HEK293 TMEM16A/YFP iodide influx fluorescence, ionomycin;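 active means ratio plate-corrected score three or more library SD toward inhibition, starting fluorescence score within five deviations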;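 further: score derived from kinetic fluorescence span divided by baseline fluorescence per well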
MrgX1 ag – agonists of human MrgX1 receptor; MrgX1-HEK293 cells, Fluo-4 calcium fluorescence, agonist mode; stronger effect = higher value; B-score at 10 µM; hit rate 0.44% among 310,000; AID 588627; Q96LB2;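 active means calcium response B-score plate-corrected fluorescence ratio at least 3 library SD, with starting fluorescence B-score inside 5 SD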
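Material: HEK293 cells stably expressing human MrgX1 receptor | Quantity: 15,000 cells per well | Times: Cells plated overnight, dye loaded 0.5 h 37 °C, 0.5 h room temperature | Measured by: Kinetic Fluo-4 NW fluorescence of intracellular calcium | Control set: Positive and negative controls per plate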
KCNK9 inh – blocks the human KCNK9 two-pore domain potassium channel; Q9NPC2; HEK293 KCNK9, FluxOR thallium flux fluorescence; stronger effect = lower value; B-score at 10 µM; hit rate 1.2% among 310,000; AID 488922;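 active means ratio B-score over 3 SD below the library mean, with starting fluorescence within 5 SD of its mean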;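 further: negative B-score means less thallium flux so channel inhibition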
Target sequence (Q9NPC2 whole entry, looked up, the tested form may be a part): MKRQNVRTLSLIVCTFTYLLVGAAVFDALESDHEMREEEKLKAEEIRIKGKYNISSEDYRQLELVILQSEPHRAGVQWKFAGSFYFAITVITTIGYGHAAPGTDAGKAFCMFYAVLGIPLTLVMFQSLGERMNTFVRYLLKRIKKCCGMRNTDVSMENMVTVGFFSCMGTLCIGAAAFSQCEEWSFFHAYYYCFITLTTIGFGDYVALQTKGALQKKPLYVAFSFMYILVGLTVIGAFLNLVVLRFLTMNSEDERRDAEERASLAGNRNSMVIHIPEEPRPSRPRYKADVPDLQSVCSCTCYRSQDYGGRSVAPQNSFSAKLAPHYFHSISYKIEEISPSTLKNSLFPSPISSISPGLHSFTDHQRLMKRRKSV
hERG protect – compounds protecting human hERG from proarrhythmic drug block; Q12809; CHO-hERG, FluxOR thallium flux, dofetilide IC70 present; activation (rescue from dofetilide block), less the hit threshold, % at 10 µM; hit rate 0.51% among 310,000;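 active means activation above the mean of controls blocked by dofetilide plus 5 SD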;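 further: thallium influx through hERG after potassium depolarization seen as dye fluorescence rise; in these data hits start at about 4.7%; inactives centre near -7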
MrgX1 PAM – allosterically activates human MrgX1 receptor signaling; Q96LB2; MrgX1-HEK293, Fluo-4 calcium flux, FDSS; stronger effect = higher value; B-score at 10 µM; hit rate 0.63% among 310,000; AID 588675;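 active means plate-corrected calcium response at least 3 library SD above typical, normal starting fluorescence, not activating the receptor alone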;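 further: compound read alongside a low EC10 to EC30 dose of BAM8-22 agonist; peak minus trough fluorescence over baseline measured at the second addition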
* hit, by the source's call; i = inactive. Outcome played no part in choosing rows; about 6.3% have a hit in one of these screens.

mol	RGS4 inh	ANO1 activ	KCNQ1 pot	KCNK3 inh	KCNQ1 inh	RGS4 act	ANO1 block	MrgX1 ag	KCNK9 inh	hERG protect	MrgX1 PAM
COc1cccc(/C=C2\SC(=O)N(CC(=O)NC3CCS(=O)(=O)C3)C2=O)c1 (configuration not stated)	i	i	i	i	i	i	i	i	i	-14	i
CC(C)CN(C(=O)CCC(=O)OCC(=O)N(C)c1ccccc1)c1c(N)n(CC(C)C)c(=O)[nH]c1=O	i	i	i	i	i	i	i	i	i	-4	i
Cc1ccc(C(=O)N/C(=C/c2ccco2)C(=O)Nc2cccc(C)c2)cc1	i	i	i	i	i	i	i	i	i	-12	i
Cc1ccc2c(c1)c(C)c(C)n2CC(O)CN1CCOCC1 (configuration not stated)	i	i	i	i	i	i	i	i	i	-3	i
CC(=O)C1C(c2ccc(F)c(F)c2)NC(=O)NC1(O)C(F)(F)F (configuration not stated)	i	i	i	i	i	i	i	i	i	-7	i
CN1C(=O)/C(=C/c2ccc(OCc3cccc(F)c3)cc2)NC1=S	i	i	i	i	i	i	i	i	i	-9	i
COc1cccc(CNC(=O)C2CCN(c3ncnc4c3nc3n4CCCCC3)CC2)c1	i	i	i	i	i	i	i	i	i	-10	i
CCS(=O)(=O)N1CCN(S(=O)(=O)c2ccccc2)CC1	i	i	i	i	i	i	i	i	i	-16	i
O=c1[nH]c(C2CCCN(S(=O)(=O)c3ccccc3)C2)nc2c1nnn2Cc1cccc(Cl)c1 (configuration not stated)	i	i	i	i	i	i	i	i	i	-2	i
Cc1nn(CCCC(=O)NCc2ccc(F)cc2)c(=O)c2nccn12	i	i	i	i	i	i	i	i	i	-4	i
CC(=O)c1csc(CS(=O)(=O)c2ccccn2)n1	i	i	i	i	i	i	i	i	i	-13	i
O=C(CCSc1ccccc1)NC1CCCC1	i	i	i	i	i	i	i	i	i	2	i
O=C(CCCc1nc(-c2ccc(Cl)cc2)no1)Nc1cccnc1	i	i	i	i	i	i	i	i	i	-10	i
CC1C(=O)N(Cc2ccccc2)c2ccccc2N1C(=O)c1ccccc1 (configuration not stated)	i	i	i	i	i	i	i	i	i	-12	i
Cc1cc(OC(C)C(=O)N(Cc2cccs2)C2CCS(=O)(=O)C2)ccc1Cl (configuration not stated)	i	i	i	i	i	i	i	i	i	-13	i
O=C(Cn1cc2c(n1)CCCC2)NCCCN1CCN(c2ccccc2F)CC1	i	i	i	i	i	i	i	i	i	-7	i
COc1cccc(-c2cn(-c3cccc(C(F)(F)F)c3)c(=S)[nH]2)c1	i	i	i	i	i	i	i	i	i	-5	i
COc1cccc(C(=O)Nc2nnc(-c3ccccc3)s2)c1	i	i	i	i	i	i	i	i	i	-4	i
Cn1c(CCNC(=O)c2ccccc2Cl)n[nH]c1=S	i	i	i	i	i	i	i	i	i	-4	i
CC(=O)Nc1nc2ccccc2n1CCN1CCOCC1	i	i	i	i	i	i	i	i	i	-10	i

Next part
mol	RGS4 inh	ANO1 activ	KCNQ1 pot	KCNK3 inh	KCNQ1 inh	RGS4 act	ANO1 block	MrgX1 ag	KCNK9 inh	hERG protect	MrgX1 PAM
Cc1cccc(C2c3[nH]c4ccccc4c3CCN2C(=O)c2ccc(=O)[nH]c2)n1 (configuration not stated)	i	i	i	i	i	i	i	i	i	-11	i
O=C(NCCN1C(=O)S/C(=C\c2ccc(OC(F)F)cc2)C1=O)[C@@H]1CCCN1C(=O)c1cccs1	i	i	i	i	i	i	i	i	i	-5	8.2*
CCOC(=O)Cn1nnnc1C(CC)N(Cc1cccs1)Cc1cc2ccc(OC)cc2[nH]c1=O (configuration not stated)	i	i	i	i	i	i	i	i	i	-13	i
C=CCn1c(CNC(=O)c2ccccc2C)nnc1SCC(=O)NC1CCCC1	i	i	i	i	i	i	i	i	i	-3	i
Cc1c(O)c2ccccc2n(-c2ccccc2)c1=O	i	i	i	i	i	i	i	i	i	-3	i
COc1ccc(/C=C2/C(=O)ON=C2C)cc1Cl	i	i	i	i	i	i	i	i	i	-1	i
CCc1cc(=O)oc2cc(C)cc(OC(C)C(=O)NCC(O)c3ccccc3)c12 (configuration not stated)	i	i	i	i	i	i	i	i	i	-8	i
Cn1cnc(S(=O)(=O)N2CCN(c3ccccc3)CC2)c1	i	i	i	i	i	i	i	i	i	-5	i
COc1ccc(NS(=O)(=O)c2cccc(Cl)c2)cc1S(=O)(=O)N1CCCCC1	i	i	i	i	i	i	i	i	i	2	i
COc1ccc(C(=O)Nc2cc(Cl)ccc2C(=O)O)cc1	i	i	i	i	i	i	i	i	i	-9	i
CN1c2ccc(C=O)c3c(C=O)ccc(c23)N(C)C1(C)C	i	i	i	-11*	i	i	i	i	i	-20	i
COc1ccc(NC(=O)N2C3CCCC2CC(NC(=O)c2ccccc2)C3)cc1 (configuration not stated)	i	i	i	i	i	i	i	i	i	-1	i
Nc1c(-c2cccc([N+](=O)[O-])c2)nc2ccccn12	i	i	i	i	i	i	i	i	i	-8	i
O=C(NC(Cc1ccccc1)C(=O)O)/C(=C\c1ccccc1F)NC(=O)c1ccccc1 (configuration not stated)	i	i	i	i	i	i	i	i	i	-13	i
COc1ccc(OC)c(-c2cc(C(=O)NCc3ccc(Cl)cc3)no2)c1	i	i	i	i	i	i	i	i	i	-9	i
COc1ccc(C)cc1NC(=O)CCCN1C(=S)NC(C)(C)CC1C (configuration not stated)	i	i	i	i	6*	i	i	i	i	-12	i
CCCNC(=O)c1onc(CSc2ccncc2)c1C(=O)NCCC	i	i	i	i	i	i	i	i	i	-8	i
Cc1ccccc1NC(=O)N1CCN(C(=O)c2ccco2)CC1	i	i	i	i	i	i	i	i	i	-6	i
O=C(OCc1ccccc1Cl)c1ccccc1C(=O)c1ccccc1	i	i	i	i	i	i	100*	i	-8.7*	-5	i
CC(C)CCOP(=O)(c1ccc(N(C)C)cc1)C(O)c1c(Cl)cccc1Cl (configuration not stated)	i	i	i	i	i	i	i	i	i	-9	i

Continued.
mol	RGS4 inh	ANO1 activ	KCNQ1 pot	KCNK3 inh	KCNQ1 inh	RGS4 act	ANO1 block	MrgX1 ag	KCNK9 inh	hERG protect	MrgX1 PAM
Cc1n[nH]c(=S)n1/N=C/c1ccccc1OCc1ccc(Cl)cc1Cl	i	i	i	i	i	i	i	i	i	-7	i
CCOC(=O)N1CCN(C(=S)Nc2ccc3nc(N4CCN(CC)CC4)cc(C)c3c2)CC1	i	i	i	i	i	i	i	i	i	-4	i
O=C(NN=C1CCCCC1)NC1CCCCC1	i	i	i	i	i	i	i	i	i	-7	i
CCOc1ccc(-c2nnn(CC(=O)NCCc3c[nH]c4ccccc34)n2)cc1	i	i	i	i	i	i	i	i	i	-4	i
CCOC(=O)c1ccc(N2C(=O)C=CC2=O)cc1	i	i	i	i	i	i	25*	i	i	-41	i
N#CCCN(C(=O)COc1ccc(C#N)cc1)c1ccc(F)cc1	i	i	i	i	i	i	i	i	i	-8	i
CC(C(=O)NC(c1ccccc1)c1ccccc1)N1CCOCC1 (configuration not stated)	i	i	i	i	i	i	i	i	i	-6	i
Cc1ccc(-n2c(SCC(=O)OC(C)C)nnc2-c2ccccn2)cc1	i	i	i	i	i	i	i	i	i	-3	i
COc1ccc(NC(=O)/C(Cl)=C(/Cl)S(=O)Cc2ccc(C)cc2)cn1 (configuration not stated)	5.8*	i	i	i	i	i	i	i	i	-12	i
COC(=O)C1=C(C(=O)OC)[C@@H]2Nc3ccccc3[C@@]23C[C@@H](C(=O)OC)N(C(=O)COCc2ccccc2)C3=N1	i	i	i	i	i	i	i	i	i	-5	i
COc1ccc(S(=O)(=O)N2CCOC23CCN(S(=O)(=O)c2ccc(F)cc2)CC3)cc1	i	i	i	i	i	i	i	i	i	-11	i
Nc1ncc(-n2cncn2)c(-c2ccc(Cl)cc2)n1	i	i	i	i	i	i	i	i	i	-4	i
COc1ccccc1Nc1nc(C)cc(C)c1C(N)=O	i	i	i	i	i	i	i	i	i	-6	i
O=C(Cn1ccsc1=NC(=O)c1ccco1)c1ccccc1	i	i	i	i	i	i	i	i	i	-7	i
CN(CC(O)COc1ccc(S(=O)(=O)N2CCOCC2)cc1)C1CCCCC1 (configuration not stated)	i	i	i	i	i	i	i	i	i	-5	i
O=C(CC(Nc1ccccc1Cl)C(=O)O)c1ccccc1 (configuration not stated)	i	i	i	i	i	i	i	i	i	-7	i
Cc1ccc(NC(=O)C2CC(=O)N(CCc3ccccc3)C2)c(C)c1 (configuration not stated)	i	i	i	i	i	i	i	i	i	-9	i
COc1ccc(NCc2cc3ccccc3[nH]c2=O)cc1	i	i	i	i	i	i	i	i	i	-6	i
N#C/C(=C\c1ccccc1[N+](=O)[O-])C(=O)NCc1ccccc1	i	i	i	i	6*	i	i	i	i	-15	i
COc1ccc(NC(=O)CC2SC(=Nc3ccccc3)NC2=O)c(OC)c1 (configuration not stated)	i	i	i	i	i	i	i	i	i	-9	i

The list continues:
mol	RGS4 inh	ANO1 activ	KCNQ1 pot	KCNK3 inh	KCNQ1 inh	RGS4 act	ANO1 block	MrgX1 ag	KCNK9 inh	hERG protect	MrgX1 PAM
S=C(c1c[nH]c2ccccc12)N1CCOCC1	i	i	i	i	i	i	i	i	i	-9	i
O=C(Cc1ccc(Br)cc1)NCCc1ccc(Cl)cc1Cl	i	i	i	i	i	i	i	i	i	-15	i
Cc1cc(C)c(NC(=O)/C(C#N)=C/c2ccc(OCc3ccc(F)cc3)cc2)c(C)c1	i	i	i	i	i	i	i	i	i	-11	i
O=C1CN(C(=O)COc2ccc(Br)cc2)c2ccccc2N1	i	i	i	i	i	i	i	i	i	-16	i
c1ccc(C[C@H]2CNCCN2CCc2cccc3ccccc23)cc1	i	i	i	i	i	i	i	i	i	-12	i
O=c1[nH]c(CSc2ccccn2)nc2c1oc1ccccc12	i	i	i	i	i	i	i	i	i	1	i
